Screens (PubChem)
KCNK9 block: inhibitors of human KCNK9 two-pore domain potassium channel | Q9NPC2 | HEK293 KCNK9, FluxOR thallium flux fluorescence; hits give low values | B-score at 10 µM | 310,000 compounds, 1.2% hits;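 active = ratio B-score over 3 SD below the library mean, with starting fluorescence within 5 SD of its mean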;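 also: negative B-score means less thallium flux so channel inhibition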
ANO1 activ: activators or potentiators of mouse TMEM16A chloride channel. B-score at 10 µM. Q8BHY3. HEK293 TMEM16A/YFP-H148Q/I152L, iodide quench fluorescence; hits give low values. 340,000 compounds, 0.3% hits;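 active = fluorescence-ratio B-score plate-corrected deviation score at least 3 library SD below zero, with starting fluorescence score within 5 deviations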;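 also: channel opened by trigger with iodide after compound preincubation; score built on the fluorescence ratio of max minus min over baseline; more negative score means more quench and so TMEM16A activation or potentiation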
Target sequence (Q8BHY3 whole entry, looked up): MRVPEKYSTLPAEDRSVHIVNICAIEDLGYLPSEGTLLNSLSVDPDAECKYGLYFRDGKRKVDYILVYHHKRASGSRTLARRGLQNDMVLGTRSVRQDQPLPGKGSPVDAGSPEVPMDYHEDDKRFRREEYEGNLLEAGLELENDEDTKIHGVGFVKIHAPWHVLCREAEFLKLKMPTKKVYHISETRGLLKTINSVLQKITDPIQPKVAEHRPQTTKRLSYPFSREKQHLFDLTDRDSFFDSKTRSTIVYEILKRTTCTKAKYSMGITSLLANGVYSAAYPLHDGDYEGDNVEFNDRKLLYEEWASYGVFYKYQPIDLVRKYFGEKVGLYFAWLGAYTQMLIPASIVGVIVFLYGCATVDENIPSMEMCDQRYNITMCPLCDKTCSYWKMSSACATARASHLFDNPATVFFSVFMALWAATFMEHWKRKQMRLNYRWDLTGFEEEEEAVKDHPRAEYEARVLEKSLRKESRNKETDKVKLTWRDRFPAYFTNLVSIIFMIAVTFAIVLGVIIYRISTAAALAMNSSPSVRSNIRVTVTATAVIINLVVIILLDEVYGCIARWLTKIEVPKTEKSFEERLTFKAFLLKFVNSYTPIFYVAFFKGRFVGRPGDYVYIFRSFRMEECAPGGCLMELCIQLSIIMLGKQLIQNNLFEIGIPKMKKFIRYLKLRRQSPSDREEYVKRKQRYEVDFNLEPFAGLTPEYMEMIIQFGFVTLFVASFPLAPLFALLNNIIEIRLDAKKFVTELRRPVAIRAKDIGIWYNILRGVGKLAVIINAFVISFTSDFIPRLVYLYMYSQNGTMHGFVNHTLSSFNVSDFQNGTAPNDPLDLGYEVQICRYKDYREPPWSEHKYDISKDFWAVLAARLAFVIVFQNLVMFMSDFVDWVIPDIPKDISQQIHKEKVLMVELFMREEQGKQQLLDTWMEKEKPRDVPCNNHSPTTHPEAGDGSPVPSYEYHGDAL
TRPC4 PAM: allosteric potentiators of mouse TRPC4 channel | AID 2227 | B-score at 10 µM | Q9QUQ5 | 310,000 compounds, 0.42% hits | HEK293 TRPC4beta/mu-opioid, DAMGO EC20, Fluo-4 Ca2+ flux; hits give high values;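 active = B-score of calcium response area above 5 SD of library B-scores, with initial fluorescence ratio within 5 SD of library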;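 also: B-score of integrated fluorescence ratio over time as area under calcium response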
KCNK3 inh: human KCNK3 channel inhibition, primary screen | O14649 | CHO-KCNK3 thallium flux, FluxOR fluorescence; hits give low values | B-score at 10 µM | 340,000 compounds, 0.84% hits | AID 602410;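 active = B-score under library mean minus 4 SD, starting fluorescence ratio at most library mean plus 5 SD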;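 also: more negative B-score means stronger inhibition of thallium flux through KCNK3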
DYRK1A inh: blocks rat Dyrk1A kinase activity. Q63470. ADP-Glo luminescence, NFATc1 peptide. inhibition, % at 12.5 µM. 310,000 compounds, 0.43% hits. AID 504441; in the data active = inhibition above about 50%;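 also: plate controls were vehicle with enzyme for no effect and no enzyme for full effect; many of its hits are not listed in these tables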
KCNQ1 inh: inhibitors of human KCNQ1 potassium channel | P51787 | CHO-K1 KCNQ1, FluxOR thallium flux fluorescence; hits give high values | B-score at 10 µM | 310,000 compounds, 1.3% hits;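 active = compounds whose thallium flux B-score, printed positive for inhibition, exceeds three library SD while starting fluorescence stays within three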;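 also: channel opened by potassium depolarization with thallium stimulus after 20 min compound exposure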
hERG rescue: compounds protecting human hERG from proarrhythmic drug block; 310,000 compounds, 0.51% hits; Q12809; activation (rescue from dofetilide block), less the hit threshold, % at 10 µM; CHO-hERG, FluxOR thallium flux, dofetilide IC70 present;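 active = activation above the mean of controls blocked by dofetilide plus 5 SD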;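 also: thallium influx through hERG after potassium depolarization seen as dye fluorescence rise; in these data hits start at about 4.7%; inactives centre near -7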
KCNQ1 act: human KCNQ1 channel potentiation or activation | AID 2648 | B-score at 10 µM | 310,000 compounds, 0.35% hits | CHO-K1 KCNQ1, thallium flux FluxOR fluorescence; hits give high values;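 active = fluorescence ratio B-score, a plate-corrected score, at least three library SD, with initial intensity B-score within 5 SD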
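Assay system: CHO-K1 cells stably expressing KCNQ1. Medium: assay buffer for compound exposure, DMSO matched across wells. Timing: 37 °C overnight plating, 90-min dark dye load, 20-min compound pretreatment. Signal: kinetic FluxOR fluorescence, 10 s baseline plus 110 s post-stimulus.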
TMEM16A inh: mouse TMEM16A channel inhibition, primary screen | Q8BHY3 | HEK293 TMEM16A/YFP iodide influx fluorescence, ionomycin | normalized B-score (activity score, 25-100; higher = stronger inhibition) at 10 µM | 310,000 compounds, 1.2% hits;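 active = ratio plate-corrected score three or more library SD toward inhibition, starting fluorescence score within five deviations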;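 also: score derived from kinetic fluorescence span divided by baseline fluorescence per well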
TRPC4 act: activators of mouse TRPC4 channel. HEK293 TRPC4beta/mu-opioid, Fluo4 calcium fluorescence; hits give high values. B-score at 10 µM. 310,000 compounds, 0.49% hits;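 active = B-score above 5 SD of library B-scores, and initial fluorescence ratio not above library mean plus 5 SD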;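 also: positive B-score marks a calcium rise read as TRPC4 activation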
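Assay system – TRPC4beta and mu-opioid receptor HEK293 stable cells · Measured by – Fluo4 fluorescence, kinetic · Schedule – dye loading 45 min room temperature, 110 s kinetic read · Read-out – B-scored integrated calcium fluorescence ratio · Controls – buffer and maximal DAMGO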
HDAC3 inh: inhibitors of human histone deacetylase 3; 320,000 compounds, 0.15% hits; recombinant HDAC3, fluorogenic peptide/trypsin coupled, fluorescence; inhibition, % at 8.3 µM; O15379; in the data active = inhibition above about 26%, passing the limit was not always enough; inconclusive = no clear call, values can overlap the other calls
* = called active by the depositor; i = inactive; ? = inconclusive; · = no result given.

Under each structure – KCNK9 block | ANO1 activ | TRPC4 PAM | KCNK3 inh | DYRK1A inh | KCNQ1 inh | hERG rescue | KCNQ1 act | TMEM16A inh | TRPC4 act | HDAC3 inh
> COc1ccc(C(=O)CSc2n[nH]c(-c3ccncc3)n2)cc1[N+](=O)[O-]
    i | i | i | i | 7.6 | i | -6.0 | i | i | i | -0.7
> CCn1c(NCc2ccccn2)nc2c1c(=O)n(C)c(=O)n2C
    i | i | i | i | 5.5 | i | -10.3 | i | i | i | 3.5
> Cc1ccc2c(CN3CCOCC3)cc(=O)oc2c1C
    i | i | i | i | 16.4 | i | -4.1 | i | i | i | 1.2
> CCCCN(CCCC)S(=O)(=O)c1ccc2oc(C(=O)N3CCOCC3)c(C)c2c1
    i | i | i | i | 2.8 | i | -10.2 | i | i | i | ?
> O=C(NCC(c1cccs1)N1CCOCC1)c1cc2ccccc2o1 (configuration not stated)
    i | i | i | i | -0.5 | i | -4.4 | i | i | i | ?
> COc1cccc(C(C(=O)NC(C)(C)C)N(CC(C)C)C(=O)CCC(=O)Nc2cc(C)on2)c1OC (configuration not stated)
    i | i | i | i | -3.3 | i | -8.9 | i | i | i | 7.1
> CCN1C(=O)c2ccccc2S(=O)c2ccc(C(=O)N3CCOCC3)cc21 (configuration not stated)
    i | i | i | i | 0.4 | i | -9.1 | i | i | i | 2.3
> Cc1c(C)c2c(OCC(=O)N[C@@H](C(=O)O)c3ccccc3)cc3c(c2oc1=O)CCC(C)(C)O3
    i | i | i | i | 14.2 | i | -2.7 | i | 100* | i | -94.8
> Cc1cccc(N=C2SC(C)CN2C(=O)CN2C(=O)NC3(CCCC3)C2=O)c1 (configuration not stated)
    i | i | i | i | -2.4 | i | -10.5 | i | i | i | 1.5
> Nc1nc(N2C(=O)C3CC=CCC3C2=O)nn1-c1ccccc1 (configuration not stated)
    i | i | i | i | 4.8 | i | -10.3 | i | i | i | -3.7
> COc1cc(OC)c2c(-c3ccccc3)cc(=O)oc2c1C(CCN1CCCC(C)C1)c1ccc(N(C)C)cc1 (configuration not stated)
    i | i | i | i | -9.9 | i | -23.5 | i | i | i | 5.8
> Cn1c(CSc2nc3ccccc3s2)nc2ccccc21
    i | i | i | i | 6.1 | i | -4.1 | i | i | i | -0.9
> Cc1ccc(NC(=O)C(=O)NCCCN2CCCC2=O)c(C)c1
    i | i | i | i | -1.1 | i | -12.4 | i | i | i | 12.1
> COc1cc(OC)cc(C(=O)NCC(C)NC(=O)c2cc(OC)cc(OC)c2)c1 (configuration not stated)
    i | i | i | i | · | i | -6.9 | i | i | i | -2.4
> Cc1ccc(Cn2nnc3c(=O)[nH]c(C4CCCN(C(=O)Nc5ccc(F)cc5)C4)nc32)cc1 (configuration not stated)
    i | i | i | i | 0.7 | i | -9.6 | i | i | i | ·
> COc1ccc(OC)c2sc(N(CCN(C)C)C(=O)c3cc(Cl)sc3Cl)nc12
    i | i | i | i | · | i | -19.4 | i | i | 102* | 6.3
> CC(C)(C)NC(=O)c1cccc(NC(=O)c2ccco2)c1
    i | i | i | i | 5.8 | i | -7.3 | i | i | i | -0.9
> NC(=O)C1CCN(Cc2nc3cc(C(F)(F)F)ccc3c(=O)[nH]2)CC1
    i | i | i | i | 0.3 | i | -8.9 | i | i | i | 5.9
> COc1ccc(CNC(=O)c2c(-c3c(F)cccc3Cl)noc2C)cc1
    i | i | i | i | · | i | -12.1 | i | i | i | 0.3
> COc1ccc(NC(=O)CCS(=O)(=O)c2ccc(Br)s2)cc1
    i | i | i | i | -4.1 | i | -3.9 | i | i | i | -4.9
> COC(=O)C/C=C/[C@@H](C)[C@@H](/C=N/OCC[C@@H]1C=C[C@H](OC(C)=O)[C@@H](COC(C)=O)O1)NS(=O)(=O)c1ccc(C)cc1
    i | · | i | · | · | i | -8.8 | i | i | i | -1.5
> COc1ccc(N(CC(=O)NCc2ccc(C)cc2)S(=O)(=O)c2ccccc2[N+](=O)[O-])c(OC)c1
    i | i | i | i | 1.7 | i | -7.3 | i | i | i | -1.1
> Cc1ccccc1-n1c(C)nnc1SCC(=O)NC1CCCc2ccccc21 (configuration not stated)
    i | i | i | i | -3.1 | i | -12.3 | i | i | i | 2.3
> CC(C)NC(=O)C(Cc1ccccc1)N1C(=O)c2ccccc2C1=O (configuration not stated)
    i | i | i | i | -3.3 | i | 2.3 | i | i | i | 0.7
> O=C(COC(=O)c1cnccn1)c1ccc2ccccc2c1
    i | i | i | i | 0.7 | i | -4.4 | i | i | i | 1.3
> O=S(=O)(c1ccc(Br)s1)N1CCC(Cc2ccccc2)CC1
    i | i | i | -9.15* | -0.6 | i | -18.7 | i | i | i | 6.3
> C/C(=N/NC(=O)c1ccoc1C)c1ccc(NC(=O)c2ccncc2)cc1
    i | i | i | i | 5.5 | i | -4.8 | i | i | i | 3.9
> O=C(COc1ccc2ccc(=O)oc2c1)N1CC[C@@]2(O)CCCC[C@H]2C1
    i | i | i | i | 11.4 | i | -3.9 | i | i | i | -6.9
> Cn1c(=O)c2cc(S(=O)(=O)NC(Cc3ccccc3)C(=O)NCc3ccco3)ccc2n(C)c1=O (configuration not stated)
    i | i | i | i | -0.5 | i | -10.9 | i | i | i | -0.3
> O=[N+]([O-])c1ccc(-c2nc(Nc3cccc(O)c3)c3ccccc3n2)cc1
    i | i | i | i | 25.3 | i | -0.5 | i | i | i | 2.9
> CCCc1[nH]nc2c1C(c1ccc(OC)c(CSC3=NCCS3)c1)C(C#N)=C(N)O2 (configuration not stated)
    i | i | i | i | 2.8 | i | -0.9 | i | i | i | 3.7
> Cc1ccccc1C(=O)NNC(=O)C(C)N1C(=O)c2ccccc2C1=O (configuration not stated)
    i | i | i | i | · | i | -5.0 | i | i | i | 2.8
> Cc1ccccc1C(=O)c1cccn1CC(=O)NCc1cccc(Cl)c1
    i | i | i | i | -0.7 | i | -0.8 | i | i | i | 5.8
> COc1ccc(-c2cc(C(F)F)n3ncc(C(=O)N4CCc5ccccc5C4)c3n2)cc1
    i | i | i | i | -0.9 | i | -7.1 | i | i | i | -8.1
> CCOc1ccc(S(=O)(=O)Nc2ccc3c(c2)OCO3)c2cccnc12
    i | i | i | i | 0.8 | i | -4.4 | i | i | i | 13.7
> CN(c1ccccc1)c1nc(N)c([N+](=O)[O-])c(N2CCCCC2)n1
    i | i | i | i | 12.2 | i | -11.7 | i | i | i | ?
> O=C(C1=C(O)C(=O)N(Cc2ccccc2)C1c1ccncc1)c1ccco1 (configuration not stated)
    i | i | i | i | -5.2 | i | -2.7 | i | i | i | -0.5
> c1ccc(C2=Nn3c(nnc3-c3cccs3)SC2)cc1
    i | i | i | i | · | i | -8.1 | i | i | i | -0.4
> O=C(NC1CCCC1)C1c2ccccc2C(=O)N1C1CCCCC1 (configuration not stated)
    i | i | i | i | -5.8 | i | -14.4 | i | i | i | 1.0
> CC(=O)N1CCN(S(=O)(=O)c2ccc(C)cc2)C1C(C)C (configuration not stated)
    i | i | i | i | -3.9 | i | -6.2 | i | i | i | -2.3
> OC(CNCCNc1ncccc1C(F)(F)F)Cn1ccc2ccccc21 (configuration not stated)
    i | i | i | i | -3.1 | i | -14.2 | i | i | i | 0.5
> CC(C)CCN(C)C1CCN(C(=O)Nc2c(F)cccc2F)CC1
    i | i | i | i | -12.4 | i | -7.0 | i | i | i | 1.1
> COc1ccc(-c2cc(C(F)(F)F)nc(SCC(=O)N(C)Cc3cnn(C)c3C)n2)cc1OC
    i | i | i | i | -7.6 | i | -15.8 | i | i | i | 2.7
> COc1cc(-c2c(-c3cccc(C)c3)oc3ccccc23)cc(OC)c1OC
    i | i | i | i | 3.0 | i | -8.8 | i | i | i | 0.6
> Cc1nc2ccc(C(=O)O)cc2nc1C
    i | i | i | i | -0.4 | i | -11.9 | i | i | i | -4.5
> CN(C)S(=O)(=O)c1cccc(NC(=O)CSc2nc3ccccc3n2-c2ccccc2)c1
    i | i | i | i | 0.1 | i | -5.1 | i | i | i | -0.8
> CCCCCn1c(NC2CCCCC2)nc2c1c(=O)[nH]c(=O)n2C
    i | i | i | i | -2.0 | i | -8.2 | i | i | i | 1.9
> COC(=O)c1ccc(C2/C(=C(/O)c3ccc(OC)cc3)C(=O)C(=O)N2c2cc(C)on2)cc1 (configuration not stated)
    i | i | i | i | -3.5 | i | -6.6 | i | i | i | 5.0
> CC(C)(C)c1cc(S(=O)(=O)CCc2ccncc2)cc(C(C)(C)C)c1F
    i | i | i | i | -4.8 | i | -13.1 | i | i | i | -3.8
> Cc1cnc(NC(=O)Cc2ccc(C)c(C)c2)s1
    i | i | i | i | 0.7 | i | -4.1 | i | i | i | 2.4
> CCN(CC)c1nc2cc(C)ccc2cc1/C=C(\C#N)C(N)=O
    i | i | i | i | -1.6 | i | -9.1 | i | i | i | 6.8
> NC(=O)[C@H](Cc1cc2ccccc2s1)NC(=O)[C@@H]1CC2(CC(c3cccc(NC(=O)[C@@H]4CCC(=O)N4)c3)=NO2)CN1C(=O)/C=C/Sc1ccccc1 (some centres not stated)
    i | i | i | i | 5.8 | i | -7.6 | i | i | i | 18.2
> O=C(CSc1nnc(CNC(=O)c2ccco2)o1)c1ccccc1
    i | · | i | i | -3.7 | i | -9.4 | i | i | i | 0.0
> O=C(COc1ccc([N+](=O)[O-])cc1)NCCC1=CCCCC1
    i | i | i | i | 6.3 | i | -8.3 | i | i | i | 10.4
> CCCS(=O)(=O)N1CCN(S(=O)(=O)c2ccccc2[N+](=O)[O-])CC1
    i | · | i | · | · | i | -2.6 | i | i | i | -7.2
> CC(N)C12CC3CC(CC(O)(C3)C1)C2 (configuration not stated)
    i | i | i | i | -4.4 | i | -8.3 | i | i | i | -3.3
> O=C(NCc1nnnn1-c1ccc(F)cc1)c1ccc([N+](=O)[O-])o1
    i | i | i | i | 17.3 | i | -11.1 | i | i | i | 4.2
> Cc1ccccc1Nc1ccc(S(=O)(=O)N2CCOCC2)cc1[N+](=O)[O-]
    i | i | i | i | -3.9 | i | -6.4 | i | i | i | 10.4
> Fc1cccc(NC(=S)Nc2cccc3ccccc23)c1
    i | i | i | i | 8.6 | i | -9.4 | i | i | i | -12.7
> COc1ccc(-c2nc(CSCC(=O)NCCCN3CCCC3=O)c(C)o2)cc1
    i | i | i | i | -5.2 | i | -5.4 | i | i | i | 3.8
> CN1CCN(c2cc3c(cc2F)c(=O)c(C(=O)O)cn3CCF)CC1
    i | i | i | i | -3.0 | i | -12.3 | i | i | i | -5.6

An excerpt; count on the stated rates, not on these rows.
